# AMA1-RON2 inh = qHTS for Inhibitors of AMA1-RON; Towards Development of Antimalarial Drug Lead: Primary Screen | Plasmodium falciparum AMA1 (3D7) - RON2 peptide interaction | AlphaScreen AMA1-biotinylated RON2 peptide binding | Potency, µM (highest dose often 58.2 µM), for the others: at the highest dose activity change, negative = inhibition, hits mostly inhibitors | hit rate 0.2% among 360,000;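 also: 0% = vehicle wells and -100% = peptide control; nearly all actives have a fitted effect of over 45% in size; some results filed as inactive show a strong effect at the top dose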
#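 AMA1 (3D7) with his tag at 25 nM final met compounds first, then biotinylated RON2 peptide at 25 nM; detection used donor plus acceptor beads, 10 µg/mL apiece, read by AlphaScreen after 30 min at room temperature.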
# TbPYK inhibitor = qHTS of Trypanosoma Brucei Inhibitors; Potency, µM (titrated, usually from 76.8 µM), for the others: top-dose activity, negative = inhibition, hits mostly inhibitors; pyruvate kinase (Trypanosoma brucei), Q57TT1; hit rate 0.12% among 410,000; TbPYK enzyme, Kinase-Glo Plus ATP luminescence, 45 min; also: nearly all actives have a fitted effect of over 50% in size
#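 Luminescence from Kinase-Glo Plus, added after a 45-minute room-temperature reaction, served as the end-point read-out. The enzyme and substrate were preincubated with compound before ADP (130 uM final) initiated turnover. Concentration-effect curves came from normalized qHTS data.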
# Active calls of the source: *; ? = inconclusive; & = joins results of further samples; [ ] = another dose, or the depositor's remark. Calls follow the shape of the dose curve; as a rule, active = well fitted curve in the direction sought with a large enough effect; inconclusive = small, poorly fitted or top-dose-only effect, or another doubt; inactive = no such curve, though single readings can be large; an effect the other way counts as inactive or inconclusive. Unless noted, % is scaled to controls: 0 for no effect and ±100 for the full control effect; potency is read from the fitted curve at half-maximal effect. An excerpt; the hit share may differ from the screen's.
SMILES,AMA1-RON2 inh,TbPYK inhibitor
CC(Sc1cccc[n+]1[O-])C(=O)Nc1cc(Cl)c(Cl)cc1Cl (stereo not given),-21.1%,-0.7%
COc1ccccc1-c1csc(C(NC(C)=O)c2ccc(F)c(F)c2)n1 (stereo not given),6.0%,3.2%
CCN(CC(=O)NCc1cccs1)C(=O)c1cccc(S(=O)(=O)N(CC)c2ccccc2)c1,23.2%,-5.3%
CC[C@@H]1CC2=C(C(=O)OC(C)(C)O2)[C@H](c2ccc(F)cc2)O1,-2.8%,-2.6%
CC1NC(=O)c2cc3ccccc3cc2-n2c1nc1ccccc1c2=O (stereo not given),-6.3%,-3.1%
CN(C)S(=O)(=O)Nc1ccc(Cc2ccncc2)cc1,-7.5%,-1.8%
CCc1cccc(NC(=O)COC(=O)C2COc3ccccc3O2)c1 (stereo not given),5.3%,1.5%
COc1cccc(C2NC(=O)NC(C)=C2C(=O)OCCSC)c1OC (stereo not given),10.0%,2.3%
O=C(CC[C@H]1O[C@@H](n2cnc3c(NC(=O)c4ccccc4)ncnc32)[C@H](O)[C@@H]1O)NCc1ccc2c(c1)OCO2,15.2%,6.3%
O=C(Nc1nc2ccc(F)cc2s1)c1ccc([N+](=O)[O-])o1,2.4%,2.5%
CC(C)C[C@@H]1O[C@H](CCc2ccccc2)CC2=C1C(=O)OC(C)(C)O2,30.0%&20.6%[activator],0.1%&-3.5%
COc1ccc(CN(C)C(=O)[C@H]2O[C@@H](n3ccc(N)nc3=O)[C@H](O)[C@@H]2O)cc1OC,5.3%,4.6%
O=C(Nc1ccc(F)c(Cl)c1)c1csc([C@H]2C[C@H](O)[C@@H](CO)O2)n1,9.8%,5.6%
Cc1cc(C(=O)Nc2cccc3c2O[C@@H](CN(C)S(C)(=O)=O)[C@H](C)CN([C@@H](C)CO)C3=O)n(C)n1,2.4%,-4.4%
COc1ccc(N2C[C@H](C)[C@@H](CC(=O)Nc3ccccc3)C2=O)cc1,-6.2%,1.1%
CC1CC(=O)c2ccccc2C1C (stereo not given),0.2%,2.5%
CC(C)CC(N)c1csc(Nc2ccc(C(=O)N(C)Cc3ccccc3)cn2)n1 (stereo not given),60.1%[activator],-8.4%
C[C@H](CO)N1C[C@H](C)[C@@H](CN(C)Cc2ccc(-c3ccccc3)cc2)Oc2c(NS(=O)(=O)c3ccc(F)cc3)cccc2C1=O,-15.3%,-1.0%
CC(C)C[C@@H](CN1CCCC1CN1C(=S)NC[C@@H]1Cc1ccc(O)cc1)N1C[C@H](Cc2ccc(O)cc2)N(CCc2ccccc2)C1=S (stereo not given in full),7.5%,0.3%
COc1ccc(-c2nnn(CC(=O)N(Cc3ccc(F)cc3)C(C(=O)NC3CCCC3)c3ccc(F)cc3)n2)cc1 (stereo not given),4.7%,3.2%
NC1=NC(c2ccc([N+](=O)[O-])cc2)N(c2ccc(F)cc2)C(N)=N1 (stereo not given),-14.0%,-16.4%
O=C(Nc1nnc(C2CC2)s1)c1cncc(Br)c1,-11.4%,2.8%
O=C(CCCn1c(=S)[nH]c2cc3c(cc2c1=O)OCO3)NCCc1ccc(Cl)cc1,40.2%,-9.6%
CCCCNC(=O)c1onc(CSc2ccc(F)c(F)c2)c1C(=O)NCCCC,26.8%,-1.4%
NC(=S)NN=C1CCC(C2CCCCC2)CC1 (stereo not given),17.4%,-4.4%

# Given bar-delimited: part of the list above.
Structure | AMA1-RON2 inh | TbPYK inhibitor
COc1ccc(CN(C)C(=O)[C@H]2O[C@@H](n3ccc(N)nc3=O)[C@H](O)[C@@H]2O)cc1OC | 5.3% | 4.6%
O=C(Nc1ccc(F)c(Cl)c1)c1csc([C@H]2C[C@H](O)[C@@H](CO)O2)n1 | 9.8% | 5.6%
Cc1cc(C(=O)Nc2cccc3c2O[C@@H](CN(C)S(C)(=O)=O)[C@H](C)CN([C@@H](C)CO)C3=O)n(C)n1 | 2.4% | -4.4%
COc1ccc(N2C[C@H](C)[C@@H](CC(=O)Nc3ccccc3)C2=O)cc1 | -6.2% | 1.1%

# (cont.)
SMILES,AMA1-RON2 inh,TbPYK inhibitor
CCc1nc2c(OCCC3CCCCC3)cccn2c1N(C)C(=O)C(C)C,-11.9%,1.0%
CN(CCc1ccccc1)C(C(=O)Nc1ccc2c(c1)OCCO2)C1CC1 (stereo not given),3.6%,7.3%
O=C(C=Cc1ccco1)c1ccc([N+](=O)[O-])cc1,-20.1%,-5.4%
O=C(NNC(=S)Nc1ccc(C(=O)O)c(O)c1)c1ccncc1,38.6%[activator],-4.7%
C#CCOCCOCCOCCNc1nc(N2CCN(C(=O)[C@H](CCCCN)n3cc(CCC(=O)O)nn3)CC2)nc(N2CCN(C(=O)[C@H](Cc3ccc(O)cc3)n3cc(CCO)nn3)CC2)n1,-1.8%,0.7%
CCN1CCN(c2ccc(N3CCN(S(=O)(=O)c4cccc([N+](=O)[O-])c4)CC3)nn2)CC1,1.4%,7.4%
Cc1ccccc1NC(=O)Cc1nc(COC(=O)c2ncc(Cl)c(Cl)c2Cl)cs1,-11.1%,2.4%
CCc1nc2ccc(C(=O)NCc3ccccc3OC)cn2c1N(CC)Cc1cccc(Br)c1,27.7%,-12.8%
O=C(NCC1CC1)c1cc2c(c(-c3cccc(-c4ccccc4F)c3)n1)[C@@H](CCO)N(C(=O)CC1CC1)C2,-7.2%,0.2%
Cc1ccc([C@H]2C[C@@H](O)[C@H](n3cc(COC(=O)c4ccccc4)nn3)CN2C(=O)C2CCCCC2)cc1,0.3%,2.4%
CC(C)C[C@@H](CNCC(=O)[C@H](CC(C)C)NC(=O)c1[nH]cnc1C(=O)N[C@@H](C)CN)NC(=O)c1nc[nH]c1C(=O)N[C@@H](C)C(=O)O,-8.1%,5.4%
COC(=O)C1=C(c2ccc(S(C)(=O)=O)cc2)C[C@@H]2CC[C@H]1N2C(=O)NCc1ccccc1,3.0%,-8.1%
COC(=O)C1=C(C)N(CCCC(=O)O)C(=O)NC1c1ccc([N+](=O)[O-])cc1 (stereo not given),-0.6%,7.9%
CC(C)(C)n1nnnc1C(CCc1ccccc1)N1CCC(n2c(=O)[nH]c3ccccc32)CC1 (stereo not given),-4.4%,-11.5%
N#Cc1ccc(NC(=S)N2Cc3ccccc3-n3nncc3C2)cc1,-1.1%,?
CCCC(C(=O)NC(C)(C)C)N(Cc1ccccc1)C(=O)c1snc(C(N)=O)c1N (stereo not given),-0.6%,0.8%
C[C@H](NC(=O)c1ncn(C)c1C(=O)N[C@@H](C)c1ccccc1)c1ccccc1,-0.2%,0.0%
O=C(Cc1cccc(NC(=O)C2CCN(C(=O)c3ccccc3)CC2)c1)Nc1cccc(C(=O)N2CCCCC2)c1,-2.8%,2.3%
Cc1cccc(/C=C/c2onc(C)c2[N+](=O)[O-])n1,-11.3%,-2.5%
C[n+]1c(-c2ccccc2)cc2c(=Cc3ccc([N+](=O)[O-])cc3)c3ccccc3n21,?,-13.1%
COc1ccc(Cl)cc1NC(=O)CN1C(=O)C(=O)N(C2CCCC2)C1=O,-1.5%,-3.0%
COCCCN1C(=O)C(CC(=O)NC2CCCCC2)CC(C(=O)N2CCOCC2)=C1C (stereo not given),-2.4%,-7.5%
CCOC(=O)CCCCCC(=O)Nc1ccc2c(c1)C(=O)N([C@@H](C)CO)C[C@H](C)[C@H](CN(C)C(=O)Nc1ccc(F)cc1)OCCCC[C@H](C)O2,6.4%,-3.8%
Cc1ccccc1C(c1ccccc1Cl)N(C)C (stereo not given),4.2%,2.7%
O=C(COC(=O)c1c(Cl)ccc(Cl)c1Cl)NCC1CCCO1 (stereo not given),2.7%,1.2%
# Following part:
SMILES,AMA1-RON2 inh,TbPYK inhibitor
Cc1cn([C@H]2C[C@H](O)[C@@H](CNS(=O)(=O)c3ccc(NS(=O)(=O)N(C)C)cc3)O2)c(=O)[nH]c1=O,4.7%,6.2%
CCOC(=O)[C@]12CCC=C1N(Cc1cccc3ccccc13)C(=O)[C@H](CC(=O)N1CCCCC1)C2,-9.9%,-2.6%
Cc1cccc(C(O)c2ncc(-c3cccc(C(F)(F)F)c3)[nH]2)c1C (stereo not given),-2.1%,-0.1%
Cc1ccc2cc(CN(CC3CCCO3)S(=O)(=O)c3ccc4c(c3)OCCO4)c(=O)[nH]c2c1C (stereo not given),-0.5%,-7.4%
O=C(Nc1ccccc1OC(=O)c1ccccc1)c1ccccc1,0.7%,5.0%
Cc1cc(C)n2nc(SCC(=O)N3CCN(c4ccccc4)CC3)nc2n1,18.7%,-6.6%
CCN(CC)CC#CC(C)(C)OC(C)=O,2.0%,-6.7%
CCCNC(=O)C1(C)CCCN(Cc2cccc3ccccc23)C1 (stereo not given),-8.3%,-2.8%
O=P(O)(Oc1ccccc1)c1ccccc1,-2.0%,3.9%
CCOC(=O)c1c(C)[nH]c(C(C)=NNC(=O)Cn2nc(C)cc2C)c1C,42.5%[activator],2.8%
O=C(N1CCOCC1)N1[C@H](COCc2ccccc2)C=CS1(=O)=O,10.8%,0.0%
C[C@H](CO)N1C[C@H](C)[C@@H](CN(C)C(=O)Nc2ccccc2)Oc2c(NS(=O)(=O)c3cccs3)cccc2C1=O,2.9%,1.3%
Cc1cccc(NC(=O)CNC(=O)c2cc(S(=O)(=O)N(C)C)ccc2N2CCCC2)c1C,-1.6%,0.9%
N#CCC(=O)Nc1ccc(C(=O)OCC(=O)NC(=O)Nc2ccc3c(c2)OCCO3)cc1,-0.3%,-0.4%
COc1ccc(S(=O)(=O)NNC(=O)Nc2ccc(F)cc2)cc1,-3.4%,-1.4%
Cc1ccc(OCC(=O)N2C(C)CCCC2C)c([N+](=O)[O-])n1 (stereo not given),19.7%,2.1%
CCOC(=O)c1sc(N2C(=O)C(O)=C(C(=O)c3ccco3)C2c2ccc([N+](=O)[O-])cc2)nc1C (stereo not given),16.4%,0.5%
CCOC(=O)C1(C)CCCN(C(=O)c2snnc2C)C1 (stereo not given),-12.0%,1.9%
O=C(c1cccnc1)N(Cc1ccccc1)C(=O)c1cccnc1,-2.8%,-1.6%
CCOC(=O)C1(Cc2ccccc2C)CCCN(C(=O)c2ccc(C(C)=O)s2)C1 (stereo not given),-14.6%,4.7%
N#Cc1ccccc1S(=O)(=O)N1CCN(C(=O)C2CC(=O)N(c3ccc4c(c3)OCCO4)C2)CC1 (stereo not given),-10.2%[11.6 µM],-0.4%
Cc1noc(C)c1NC(=O)Nc1ccc2c(c1)C(=O)N([C@H](C)CO)C[C@H](C)[C@@H](CN(C)S(=O)(=O)c1cn(C)cn1)O2,-0.1%,4.3%
CCC1(CCC(C)C)C(=O)NC(=O)N(c2ccccc2)C1=O (stereo not given),5.9%,-0.4%
CN(C(=O)c1cccc(NC(=O)Cc2cccc([N+](=O)[O-])c2)c1)C1CCCCC1,1.7%,0.8%
O=C(NN=Cc1ccc(F)cc1)C1CC1,-5.3%,-4.7%
# (continued)
SMILES,AMA1-RON2 inh,TbPYK inhibitor
O=C(Nc1ccncc1)C1CC(=O)N(Cc2ccccc2)C1 (stereo not given),-13.4%,3.0%
COCCCNC(=O)C[C@H]1C[C@H](C(=O)N2CCCCC2)[C@@]2(CCc3ccccc3)c3[nH]c4cc(CCC(=O)N(C)C)ccc4c3CCN2C1=O,10.6%,-5.2%
O=S(=O)(Cc1ccccc1)C(CCCc1ccccc1)S(=O)(=O)Cc1ccccc1,-13.1%,28.5%
CN(C(=O)c1cccc(NC(=O)Cc2cccc([N+](=O)[O-])c2)c1)C1CCCC1,-12.5%,0.2%
CCCCN(C)C(=O)c1ccc(Nc2nc(C(N)CCc3ccccc3)cs2)nc1 (stereo not given),85.1%[activator],4.3%
O=C(OCc1ccc([N+](=O)[O-])cc1)C1CC(=O)N(Cc2ccccc2)C1 (stereo not given),-5.7%,0.2%
C=CCC[C@H](CCCCC)OC(=O)/C=C/[C@@H](O)[C@H](O)C[C@H](O)CC=C,1.7%,0.6%
O=C1NCC(c2ccccc2)(c2ccccc2)C(=O)N1,10.4%,0.7%
CCCCC(=O)Nc1ccc(Cl)cc1F,17.3%,3.5%
CCOC(=O)c1nn(C)c2[nH]c(=O)n(C)c(=O)c12,18.3%,0.0%
CCCCNC(=O)C(NC(=O)c1cccc2ccccc12)C(=O)c1ccccc1 (stereo not given),12.8%,-12.3%
CSCCC(NC(=O)COc1ccccc1)C(=O)NCC(C)(C)N1CCOCC1 (stereo not given),-1.3%,-8.9%
CC(C)c1cccc(C(C)C)c1NC(=O)OC1CCCCC1,1.0%,-7.0%
CC(=O)c1c(C)[nH]c(C(=O)OCC(=O)NC(C)c2ccccc2)c1C (stereo not given),1.5%,-6.7%
Cc1cn([C@H]2C[C@H](O)[C@@H](CCC(=O)NCCN3CCCCC3)O2)c(=O)[nH]c1=O,-4.2%,0.7%
C#CCNC(=O)c1ccc2sc([C@@H]3O[C@H](CO)[C@H](O)[C@H](O)[C@H]3O)nc2c1,15.9%,-1.7%
CCn1cc(C(=O)NC2CCCCCC2)c(=O)c2cc(S(=O)(=O)N3CCCCC3)ccc21,-16.2%,-3.1%
O=C(CNC(=O)c1ccc(Cl)cc1)NNc1c(F)c(F)cc(F)c1F,-8.5%,-12.0%
C=C(C)COC(=O)c1ccccc1C(=O)OCC1(C)CO1 (stereo not given),7.2%,0.4%
